Screening data deposited in PubChem BioAssay by National Center for Advancing Translational Sciences (NCATS).
EPAC2 ag: agonists of human EPAC2 (RAPGEF4) | Q8WZA2 | EPAC2 activation, biochemical qHTS; response scale: 100% = 6.5 mM cAMP response | Potency, µM (series often up to 154 µM), inactives show top-dose activation, most hits filed as activators | actives 0.079% (n = 360,000); also: nearly all actives have a fitted effect of over 50% in size
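Nucleotide exchange monitored as fluorescence drop when BODIPY-GDP leaves Rap1B. Reaction: 100 nM EPAC2, 250 nM RAP1B-BODIPY-GDP, 50 uM GDP, room temperature, kinetic read over 30 min. Activity expressed relative to 6.5 mM cAMP.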
TDP43 rescue: rescues yeast growth from TDP-43 toxicity | actives 1.8% (n = 410,000) | TDP-43 expressing yeast growth rescue, BacTiter-Glo, 24 h | Potency, µM (series often up to 46.1 µM), for the others: top-dose growth rescue (activation), usual class: activators; also: % of control where 0% means no effect; nearly all actives have a fitted effect of over 50% in size
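Galactose-induced TDP-43 yeast, OD600=0.02, compound pinned; 24 hr, 30 deg C; BacTiter-Glo luminescence for growth. Inhibitors of TDP-43 toxicity read as activators.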
EPAC2 antag: blocks human EPAC2 exchange factor; Q8WZA2; AID 720708; EPAC2 GEF exchange of Rap1B-BODIPY-GDP, fluorescence; Potency, µM (doses to about 114 µM), without a hit: top-dose activity, negative = inhibition, hits mostly inhibitors; actives 0.18% (n = 360,000); also: % is scaled to controls: 0 for no effect and ±100 for the full control effect; nearly all actives have a fitted effect of over 45% in size; many of its hits are not listed in these tables
FUS suppressor: suppressors of FUS proteinopathy in yeast | actives 0.24% (n = 390,000) | AID 1347120 | S. cerevisiae FUS-expressing, growth rescue, OD600, 24 h | Potency, µM (titrated, usually from 76.6 µM), inactives show at the top dose growth rescue (activation), hits mostly activators;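 also: plate controls were DMSO vehicle for no effect and reference control for full effect; nearly all actives have a fitted effect of over 55% in size; some results filed as inactive show a strong effect at the top dose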
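Steps: raffinose overnight preculture; dilution to OD 0.005 in 2% galactose minimal medium; compound addition (concentration series); 24hr at 30C, 99% humidity; absorbance read at 600 nm.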
aSyn rescue: alpha-synuclein toxicity inhibition in yeast; Yeast expressing alpha-synuclein, growth rescue, BacTiter-Glo, 24 h; Potency, µM (titrated, usually from 46.1 µM), without a hit: at the top dose growth rescue (activation), hits mostly activators; actives 0.14% (n = 370,000); also: % of control where 0% means no effect; nearly all actives have a fitted effect of over 65% in size
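Galactose-induced alpha-syn yeast (OD600=0.02, raffinose-pregrown) + pinned cpd, 24 hr, 30 deg C; growth by BacTiter-Glo luminescence. Growth restoration scores as activation.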
EPAC1 ag: agonists of human EPAC1 | O95398 | EPAC1 agonist qHTS, biochemical assay; response scale: 100% = response to 6.5 mM cAMP | actives 0.073% (n = 360,000) | Potency, µM (top dose mostly 154 µM), for inactives: top-dose activation, usual class: activators; also: nearly all actives have a fitted effect of over 60% in size
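EPAC1 100 nM, Rap1B–BODIPY-GDP 250 nM, unlabeled GDP 50 uM; compound titration; 5 min RT; kinetic read ex480/em540 at 5-min intervals ×30 min; data normalized to 6.5 mM cAMP agonist control.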
EPAC1 antag: antagonists of human EPAC1 | actives 0.14% (n = 360,000) | O95398 | AID 720709 | Potency, µM (titrated, usually from 115 µM), for inactives: at the highest dose activity change, negative = inhibition, most hits filed as inhibitors | EPAC1 GEF assay, Rap1b-BODIPY-GDP exchange fluorescence;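 also: plate controls were vehicle for no effect and positive control for full effect; nearly all actives have a fitted effect of over 50% in size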
PTHR1 ag: agonists of human PTHR1 parathyroid hormone receptor | Q03431 | HEK293 GP2 PTHR1 cells, GloSensor cAMP luminescence, 1 h | Potency, µM (doses to about 115 µM), without a hit: top-dose activation, most hits filed as activators | actives 0.075% (n = 410,000); also: nearly all actives have a fitted effect of over 55% in size; some results filed as inactive show a strong effect at the top dose; inactives centre near -15; many of its hits are not listed in these tables
Target sequence (Q03431 whole entry, looked up): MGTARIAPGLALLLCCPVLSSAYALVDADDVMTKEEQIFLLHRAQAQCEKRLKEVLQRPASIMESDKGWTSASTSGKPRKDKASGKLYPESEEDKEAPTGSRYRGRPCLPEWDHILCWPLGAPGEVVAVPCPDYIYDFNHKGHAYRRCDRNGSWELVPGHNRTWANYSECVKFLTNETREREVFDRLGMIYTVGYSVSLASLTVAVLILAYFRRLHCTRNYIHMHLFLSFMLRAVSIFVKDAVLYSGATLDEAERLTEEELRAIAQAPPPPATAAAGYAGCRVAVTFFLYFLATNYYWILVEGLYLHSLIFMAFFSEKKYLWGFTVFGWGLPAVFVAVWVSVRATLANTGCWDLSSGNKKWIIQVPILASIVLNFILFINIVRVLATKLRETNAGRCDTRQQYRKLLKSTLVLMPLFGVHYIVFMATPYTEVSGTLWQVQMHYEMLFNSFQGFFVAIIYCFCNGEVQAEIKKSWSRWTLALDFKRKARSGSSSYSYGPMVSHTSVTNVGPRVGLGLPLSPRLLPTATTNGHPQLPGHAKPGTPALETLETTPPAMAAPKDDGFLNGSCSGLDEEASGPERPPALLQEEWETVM
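HEK-293-derived GP2 cells expressing PTHR1 and a GloSensor cAMP reporter, 3,000/well, plated overnight, given luciferin plus IBMX (each 0.5 mM as added) for 1 h at 37 °C, then compound for 1 h at 37 °C. Luminescence was read after 15 min at room temperature.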
Active calls of the source: *; i = inactive; u = inconclusive; x = not tested or not shown; [ ] = dose if it differs, or a comment. Calls follow the shape of the dose curve; as a rule, active = well fitted curve in the direction sought with a large enough effect; inconclusive = small, poorly fitted or top-dose-only effect, or another doubt; inactive = no such curve, though single readings can be large; an effect the other way counts as inactive or inconclusive. Potency is read from the fitted curve at half-maximal effect. This is a subset; count on the stated rates, not on these rows.

SMILES	EPAC2 ag	TDP43 rescue	EPAC2 antag	FUS suppressor	aSyn rescue	EPAC1 ag	EPAC1 antag	PTHR1 ag
FC(F)(F)c1ccc(NC(=S)NCc2ccccc2)cc1	8%	u	-16%	-3%	-21%	-1%	u	-29%
Cc1ccc(N2CC(C(=O)Nc3ccc(S(=O)(=O)N4CCCC4)cc3)CC2=O)cc1C (stereo not drawn)	11%	-16%	-14%	16%	-3%	-3%	-8%	-18%
Cc1ccc(C)c(N2CCN(C(=O)CN(C)S(=O)(=O)c3ccc4c(c3)CCC(=O)N4)CC2)c1	u	14%	-26%	27%	0%	1%	-11%	-51%[inhibitor]
CCCCNC(=S)NNC(=O)CCn1cc(C)cn1	5%	16%	15%	-11%	0%	-4%	0%	i
CCOC(=O)N1CCC(=NNC(=O)Cn2ccc(C(F)(F)F)n2)CC1	-1%	-16%	-1%	-19%	-1%	8%	22%	i
COc1ccc(S(=O)(=O)N2CCN(C(=O)CN3C(=O)NC(C)(c4ccc5ccccc5c4)C3=O)CC2)cc1 (stereo not drawn)	1%	-6%	15%	u	-1%	-3%	12%	i
CC(=O)Oc1cccc(N2C(=O)C3C4C=CC(C4)C3C2=O)c1 (stereo not drawn)	7%	3%	-2%	31%	-6%	5%	2%	-11%[57.5 µM]
Cc1ccc(CNC(=O)c2ccc(N3CCC4(CC3)CC(c3cccc(Br)c3)=NO4)c(NC(=O)c3ccccc3)c2)cc1	4%	-8%	7%	u	-4%	-5%	-11%	-8%
COc1cc(NC(=O)C/C(C)=N/NC(=O)Cc2ccccc2)c(OC)cc1Cl	-6%	7%	-5%	x	10%	9%	-38%	-5%
CC1CCC2(CC1)C(Nc1cccc(Cl)c1)=NC(=S)N2CC#N (stereo not drawn)	15%	16%	-2%	6%	-11%	5%	7%	i

3 entries from above, with two lines to a compound.
Second line of a record – EPAC2 ag, TDP43 rescue, EPAC2 antag, FUS suppressor, aSyn rescue, EPAC1 ag, EPAC1 antag, PTHR1 ag
> CCOC(=O)N1CCC(=NNC(=O)Cn2ccc(C(F)(F)F)n2)CC1
→ -1%, -16%, -1%, -19%, -1%, 8%, 22%, i
> COc1ccc(S(=O)(=O)N2CCN(C(=O)CN3C(=O)NC(C)(c4ccc5ccccc5c4)C3=O)CC2)cc1 (stereo not drawn)
→ 1%, -6%, 15%, u, -1%, -3%, 12%, i
> CC(=O)Oc1cccc(N2C(=O)C3C4C=CC(C4)C3C2=O)c1 (stereo not drawn)
→ 7%, 3%, -2%, 31%, -6%, 5%, 2%, -11%[57.5 µM]

3 entries already listed, sorted by number of heavy atoms, rising.
SMILES	EPAC2 ag	TDP43 rescue	EPAC2 antag	FUS suppressor	aSyn rescue	EPAC1 ag	EPAC1 antag	PTHR1 ag
CCCCNC(=S)NNC(=O)CCn1cc(C)cn1	5%	16%	15%	-11%	0%	-4%	0%	i
CCOC(=O)N1CCC(=NNC(=O)Cn2ccc(C(F)(F)F)n2)CC1	-1%	-16%	-1%	-19%	-1%	8%	22%	i
COc1ccc(S(=O)(=O)N2CCN(C(=O)CN3C(=O)NC(C)(c4ccc5ccccc5c4)C3=O)CC2)cc1 (stereo not drawn)	1%	-6%	15%	u	-1%	-3%	12%	i

The listing continues:
SMILES	EPAC2 ag	TDP43 rescue	EPAC2 antag	FUS suppressor	aSyn rescue	EPAC1 ag	EPAC1 antag	PTHR1 ag
CC(C)CC(=O)c1c[nH]c(C(=O)NCc2ccccc2)c1	-4%	0%	-4%	8%	-1%	-4%	3%	i
Cc1nc(NC(=O)CCN2C(=O)C3CC=CCC3C2=O)sc1C (stereo not drawn)	7%	-13%	1%	6%	1%	-2%	6%	-25%
COc1ccc(N2C(=O)/C(=C\c3ccco3)N=C2SCC(=O)NC(C)C)cc1Cl	4%	11%	5%	30%	0%	6%	-18%	-3%
C[C@H](CO)N1C[C@H](C)[C@@H](CN(C)Cc2ccccn2)Oc2ncc(Br)cc2C1=O	-5%	12%	0%	0%	0%	-8%	-3%	-57%[inhibitor]
c1ccc(CSc2nnc(-c3sccc3-n3cccc3)o2)cc1	18%	28%	-6%	-1%	7%	23%	-4%	-14%[57.5 µM]
CC1CCC(NC(=O)c2ccc(S(C)(=O)=O)cc2)CC1 (stereo not drawn)	-8%	-3%	-7%	5%	-4%	19%	-29%	i
Cc1ccc(NC(=O)CN2CCc3ccccc3C2)cc1S(=O)(=O)N(C)C	28%	8%	-3%	9%	-4%	9%	-2%	i
CC(=O)c1ccc2c(c1)C1C=CCC1C(c1cc3c(cc1Br)OCO3)N2 (stereo not drawn)	1%	16%	-15%	38%	-3%	-4%	-5%	-20%
CCC(Oc1ccc(C)c(C)c1)C(=O)O (stereo not drawn)	8%	-6%	-1%	23%	-3%	9%	3%	-11%[57.5 µM]
CCn1c(SCc2nc3ccccc3[nH]2)nnc1-c1ccncc1	10%	-17%	1%	16%	-2%	5%	6%	u
CCN1C/C(=N\S(=O)(=O)/N=C2\CN(CC)C(=O)N2CC)N(CC)C1=O	-6%	-9%	8%	-9%	-1%	-3%	-4%	i
COc1ccc(C2=CC(=O)OC(C)(c3ccccc3)O2)cc1 (stereo not drawn)	24%	20%	-21%	x	-18%	15%	1%	-46%[inhibitor]
CCS(=O)(=O)c1nc(S(=O)(=O)c2ccc(Cl)cc2)c(NCCOC)s1	1%	5%	3%	-47%	-21%	-5%	8%	2%
CC(C)NC(=O)N1CCC(c2nc3ccccc3s2)CC1	4%	u	-5%	-23%	4%	9%	5%	-20%
COc1ccc2[nH]c3c(c2c1)CCNC3(C)CCc1ccc(Cl)nc1 (stereo not drawn)	5%	-8%	3%	-20%	-5%	-13%	19%	i
O=C1CCC(=O)N1CNc1ccccn1	4%	3%	-14%	-19%	3%	4%	-15%	-16%
Nc1ccc(C2(c3ccc(N)cc3)C(=O)Nc3ccccc32)cc1	-2%	-14%	11%	23%	-3%	4%	24%	i
COc1cccc(/C=C/C(=O)OCC(=O)c2cc(C)n(CC3CCCO3)c2C)c1OC (stereo not drawn)	5%	11%	-15%	2%	4%	-8%	-10%	-94%[inhibitor]
CC1CCCCC1NC(=O)C1CCN(S(=O)(=O)c2ccc(-n3cnnn3)cc2)CC1 (stereo not drawn)	2%	-7%	-1%	32%	0%	-1%	2%	-7%[57.5 µM]
Cc1cccc(NS(=O)(=O)c2cc(OCC(N)=O)c(C)cc2Cl)c1	3%	-2%	-10%	6%	-1%	3%	-5%	-14%[57.5 µM]
C=CCCC(=O)N1C[C@H]2CON(C)[C@H]2C[C@H]1c1ccccc1Br	7%	-2%	20%	-9%	-9%	-3%	1%	i
COc1ccc(NS(=O)(=O)c2ccc(-n3nnc4ccccc43)c([N+](=O)[O-])c2)cc1	-2%	-19%	0%	17%	4%	18%	-3%	-26%[57.5 µM]
COc1cccc(NC(=O)CCc2nc(-c3ccccc3F)no2)c1	23%	-8%	-8%	9%	2%	10%	-6%	i
O=S(=O)(NCc1ccccc1F)NCc1ccccc1F	1%	-4%[0.397 µM]	-12%	-11%	14%	9%	-8%	i
COc1cccc(CNS(=O)(=O)c2ccc(S(=O)(=O)NC3CC3)cc2)c1	-3%	-5%	-2%	-13%	1%	-5%	10%	i
COc1ccc(CCNC(=O)c2ccc(CSc3ccc(Cl)cc3)o2)cc1OC	6%	33µM*	-27%	u	x	10%	-8%[57.5 µM]	-54%[inhibitor][57.5 µM]
CN1CCN(/N=C/c2nc(-c3ccccc3Cl)n3ccccc23)CC1	2%	15%	16%	31%	2%	-3%	10%	i
O=C(CNCc1cccc2ccccc12)Nc1ccccc1[N+](=O)[O-]	20%	-2%	-14%	14%	-1%	12%	-24%	-15%
Cc1ccccc1NS(=O)(=O)c1nnc(NC(=O)c2ccccc2F)s1	9%	24%	7%	-20%	2%	-2%	-4%	i
CCOc1ccc(NC(=S)NC2CC3CCC(C2)N3Cc2ccco2)cc1 (stereo not drawn)	8%	-20%[9.22 µM]	8%	15%	8%	-5%	8%	i
CC1(C)Cc2c(cnn2-c2ccc(F)cc2)C(NC(=O)CCc2ccncc2)C1 (stereo not drawn)	2%	1%	-3%	23%	-4%	2%	-13%	-12%
CC(C)CC(=O)NC(=S)Nc1ccc(CN2CCOCC2)cc1	-4%	-9%	3%	12%	0%	3%	14%	i
O=C(O)Cc1ccc(NS(=O)(=O)c2ccccc2Br)cc1	7%	2%	0%	-16%	-2%	-3%	3%	i
COc1cc2c(cc1OC)C(C)N(C(=O)c1cc3c(=O)oc4ccc(C)cc4c3s1)CC2 (stereo not drawn)	1%	16%	2%	-23%	u	-5%	-1%	-8%
Cc1cc(NC(=O)CS(=O)CC(=O)Nc2c(C)cccc2C)ccc1-n1cnnn1 (stereo not drawn)	0%	-3%	12%	9%	-6%	6%	13%	i
Fc1cccc(F)c1/C=N/N1CCOCC1	-1%	14%	10%	-8%	-9%	-3%	-1%	i
